DRD3 agonist – D3 dopamine receptor (human) agonism; P35462; D3R DiscoveRx beta-arrestin cells, luminescence, 90 min; max activation, %; 410,000 tested, 0.58% active; AID 652048; in the data active = max activation above about 30%; also: 0% is about no effect; mostly tested at two doses, the higher about 12 µM
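Agonist mode: compounds and dopamine controls were applied to plated cells for 90 min at 37 degrees C after an overnight attachment at 1500 cells/well. Luminescent read-out followed 30 - 60 minutes at room temperature with DiscoveRx detection reagent.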
GLP-1R inv ag – inverse agonists of human GLP-1 receptor; P43220; Potency, µM (top dose mostly 38.3 µM), for the others: top-dose activity change, negative = inhibition, most hits filed as inhibitors; 410,000 tested, 1.6% active; HEK293 GLP-1R CRE-luciferase, luminescence, 24 h; GLP-1R form is constitutively active; AID 624417; also: potency is read from the fitted curve at half-maximal effect; % is scaled to controls: 0 for no effect and ±100 for the full control effect; nearly all actives have a fitted effect of over 55% in size
Target sequence (P43220 whole entry, looked up): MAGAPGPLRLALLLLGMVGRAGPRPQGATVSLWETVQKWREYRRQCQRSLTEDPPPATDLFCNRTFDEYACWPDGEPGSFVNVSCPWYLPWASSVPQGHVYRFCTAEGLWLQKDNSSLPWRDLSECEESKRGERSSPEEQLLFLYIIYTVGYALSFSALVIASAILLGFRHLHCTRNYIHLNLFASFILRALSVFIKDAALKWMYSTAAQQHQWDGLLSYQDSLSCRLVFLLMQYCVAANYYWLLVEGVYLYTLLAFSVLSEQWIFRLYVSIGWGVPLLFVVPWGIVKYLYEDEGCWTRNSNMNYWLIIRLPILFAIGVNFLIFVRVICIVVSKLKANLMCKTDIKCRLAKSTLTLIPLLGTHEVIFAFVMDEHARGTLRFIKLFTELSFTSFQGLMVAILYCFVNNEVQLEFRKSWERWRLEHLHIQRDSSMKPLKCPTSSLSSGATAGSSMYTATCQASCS
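Cells are plated, allowed 12 hours at 37 deg C, then treated with compounds for 24 hr before luciferase detection reagent is added and luminescence is read after 12 min at room temperature. The HEK293 line carries constitutively active GLP-1R with a cAMP-responsive reporter.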
GLP-1R agonist – activates the human GLP-1 receptor; P43220; 380,000 tested, 0.007% active; Potency, µM (top dose mostly 45.6 µM), for the others: top-dose activation, hits mostly activators; HEK293 GLP-1R CRE-luciferase, luminescence, 4-6 h; cells express a hypersensitive GLP-1R form; also: potency is read from the fitted curve at half-maximal effect; % of control where 0% means no effect
TDP-43 yeast inh – inhibitors of TDP-43 toxicity in yeast | 410,000 tested, 1.8% active | TDP-43 expressing yeast growth rescue, BacTiter-Glo, 24 h | Potency, µM (doses to about 46.1 µM), for the others: top-dose growth rescue (activation), most hits filed as activators; also: potency is read from the fitted curve at half-maximal effect; % of control where 0% means no effect; nearly all actives have a fitted effect of over 50% in size
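Yeast expressing TDP-43 (pregrown in raffinose, seeded at OD600=0.02 in galactose medium) exposed to compounds 24 hr at 30 deg C. Growth read by BacTiter-Glo luminescence; rescue of toxicity appears as increased signal.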
HEK293 tox – cytotoxicity counter-screen for GLP-1 receptor inverse agonists | HEK293 cAMP-luciferase reporter cells, luminescence, 24 h | 410,000 tested, 0.13% active | AID 624418 | Potency, µM (highest dose often 38.3 µM), for the others: at the highest dose activity change, negative = inhibition, hits mostly inhibitors;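 also: loss of luciferase light is scored as toxicity; potency is read from the fitted curve at half-maximal effect; % is scaled to controls: 0 for no effect and ±100 for the full control effect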
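A 23 nL compound transfer followed 12 hours of cell culture at 37 deg C; exposure then lasted 24 hr. Luciferase assay detection reagent was dispensed and plates read for luminescence after a 12 min room-temperature wait.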
KB-V1 MDR tox – kills drug-selected multidrug resistant KB-V1 cells. KB-V1 MDR cells viability, CellTiter-Glo, 72 h. Potency, µM (doses to about 46.1 µM), without a hit: at the top dose activity change, negative = cytotoxicity, most hits filed as cytotoxic. 400,000 tested, 3.4% active; also: potency is read from the fitted curve at half-maximal effect; % is scaled to controls: 0 for no effect and ±100 for the full control effect; nearly all actives have a fitted effect of over 60% in size
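KB-V1 MDR subline cells in DMEM (phenol-red free, 10% FBS) exposed to compounds in qHTS concentration series for 72 h at 37 degrees C. Viability read by CellTiter-Glo luminescence; concentration-effect curves fitted after normalization and correction.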
DRD3 antagonist – antagonists of human D3 dopamine receptor. P35462. D3R cells, DiscoveRx beta-arrestin luminescence, antagonist mode; stronger effect = lower value. max response, negative = inhibition, %. 360,000 tested, 2.5% active. AID 652054; in the data active = max response below about -50%; inconclusive = no clear call, values can overlap the other calls; also: % is scaled to controls: 0 for no effect and ±100 for the full control effect; mostly tested at two doses, the higher about 12 µM
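Cells expressing the human receptor were seeded at 1500 cells/well, incubated overnight at 37 degrees C in 5% CO2, then exposed to library compounds with dopamine controls for 90 minutes at 37 degrees C before luminescent detection.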
aSyn yeast inh – inhibitors of alpha-synuclein toxicity in yeast; Potency, µM (highest dose often 46.1 µM), inactives show at the top dose growth rescue (activation), usual class: activators; 370,000 tested, 0.14% active; Yeast expressing alpha-synuclein, growth rescue, BacTiter-Glo, 24 h; also: potency is read from the fitted curve at half-maximal effect; % of control where 0% means no effect; nearly all actives have a fitted effect of over 65% in size
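Readout is rescue of growth in alpha-synuclein-expressing yeast, so inhibitors of toxicity appear as activators. Growth after 24 hr at 30 deg C in galactose medium is quantified by luminescence.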
PTHR1 ag – agonists of human PTHR1 parathyroid hormone receptor. 410,000 tested, 0.075% active. Q03431. HEK293 GP2 PTHR1 cells, GloSensor cAMP luminescence, 1 h. Potency, µM (titrated, usually from 115 µM), for the others: at the highest dose activation, hits mostly activators; also: potency is read from the fitted curve at half-maximal effect; nearly all actives have a fitted effect of over 55% in size; some results filed as inactive show a strong effect at the top dose; inactives centre near -15; many of its hits are not listed in these tables
Target sequence (Q03431 whole entry, looked up): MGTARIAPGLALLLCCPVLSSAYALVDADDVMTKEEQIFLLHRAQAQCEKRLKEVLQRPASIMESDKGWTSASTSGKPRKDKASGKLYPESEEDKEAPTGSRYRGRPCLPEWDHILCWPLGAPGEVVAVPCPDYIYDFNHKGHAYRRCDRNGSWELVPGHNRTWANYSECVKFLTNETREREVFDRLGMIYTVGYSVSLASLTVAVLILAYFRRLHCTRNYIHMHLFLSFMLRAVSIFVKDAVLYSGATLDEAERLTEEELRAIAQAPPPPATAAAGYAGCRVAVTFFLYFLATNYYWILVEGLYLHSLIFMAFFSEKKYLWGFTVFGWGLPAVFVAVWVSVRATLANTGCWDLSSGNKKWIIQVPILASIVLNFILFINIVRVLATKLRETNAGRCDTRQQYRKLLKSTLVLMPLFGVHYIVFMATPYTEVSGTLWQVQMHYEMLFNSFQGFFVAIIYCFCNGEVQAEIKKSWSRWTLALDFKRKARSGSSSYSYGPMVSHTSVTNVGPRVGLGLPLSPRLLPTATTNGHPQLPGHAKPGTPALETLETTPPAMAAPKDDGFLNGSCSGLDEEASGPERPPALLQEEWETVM
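HEK-293-derived GP2 cells expressing PTHR1 and a GloSensor cAMP reporter, 3,000/well, plated overnight, given luciferin plus IBMX (each 0.5 mM as added) for 1 h at 37 °C, then compound for 1 h at 37 °C. Luminescence was read after 15 min at room temperature.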
Active calls of the source: *; i = inactive; ? = inconclusive; · = no result given; [ ] = another dose, or the depositor's remark. Unless noted, calls follow the shape of the dose curve; as a rule, active = well fitted curve in the direction sought with a large enough effect; inconclusive = small, poorly fitted or top-dose-only effect, or another doubt; inactive = no such curve, though single readings can be large; an effect the other way counts as inactive or inconclusive.

Start of the listing, in advance (3 entries):
SMILES	DRD3 agonist	GLP-1R inv ag	GLP-1R agonist	TDP-43 yeast inh	HEK293 tox	KB-V1 MDR tox	DRD3 antagonist	aSyn yeast inh	PTHR1 ag
CCc1cc(CNC(=O)C2CCC(=O)N(Cc3ccccc3F)C2)on1 (stereo not given)	-6.3	10.4%	-5.3%	14.2%	2.0%	20.5%	28.4	4.4%	-1.7%
CC(=O)Nc1ccc(/C=N/NC(=O)CNS(=O)(=O)c2ccccc2)cc1	6.0	-30.3%	6.3%	7.9%	0.3%	4.7%	2.9	-1.7%	i
C=CCN(c1ccccc1)S(=O)(=O)c1cccc(C(=O)Nc2cc(C)ccn2)c1	-17.6	?	10.1%	-0.8%	10.8%	?	-25.0	-23.2%	-60.3%[inhibitor]

Results, previewed entries included:
SMILES	DRD3 agonist	GLP-1R inv ag	GLP-1R agonist	TDP-43 yeast inh	HEK293 tox	KB-V1 MDR tox	DRD3 antagonist	aSyn yeast inh	PTHR1 ag
CCc1cc(CNC(=O)C2CCC(=O)N(Cc3ccccc3F)C2)on1 (stereo not given)	-6.3	10.4%	-5.3%	14.2%	2.0%	20.5%	28.4	4.4%	-1.7%
CC(=O)Nc1ccc(/C=N/NC(=O)CNS(=O)(=O)c2ccccc2)cc1	6.0	-30.3%	6.3%	7.9%	0.3%	4.7%	2.9	-1.7%	i
C=CCN(c1ccccc1)S(=O)(=O)c1cccc(C(=O)Nc2cc(C)ccn2)c1	-17.6	?	10.1%	-0.8%	10.8%	?	-25.0	-23.2%	-60.3%[inhibitor]
C/C=C(\C)C(=O)Nc1cccc(C2=NOC3(C2)C[C@@H](C(N)=O)N(C(=O)c2ccccc2C(=O)c2ccccc2)C3)c1 (stereo not given in full)	0.4	14.5%	3.9%	17.1%	-2.4%	0.0%	-9.9	0.9%	i
CC(=O)c1ccccc1NS(=O)(=O)c1ccccc1Cl	2.2	-21.2%	2.8%	-10.9%	5.0%	-7.5%	8.1	3.9%	-9.3%
COc1ccccc1CNCC(O)(c1ccc(F)cc1)c1ccc(F)cc1	-14.4	?	-1.1%	3.0%	-24.0%	-15.4%	-0.5	?	i
CCC(C)(C)NC(=O)C(c1ccc(OC)cc1)N(C(=O)CCC(=O)Nc1cc(C)on1)c1ccc2c(c1)OCCO2 (stereo not given)	26.3	23.1%	10.8%	21.8%	-2.7%	-18.1%	3.2	-7.1%	-3.9%
CCn1c2ccccc2c2nc3cc(C(=O)O)ccc3nc21	-2.1	13.0%	13.9%	-15.5%	16.3%	?	-4.8	-60.3%[inhibitor]	i
Cc1noc(C)c1CSc1ncnc2ccccc12	0.6	38.8%[activator]	28.6%	27.5%	25.0%	?	-3.0	-0.4%	-44.0%
CCc1cc2c(N3CCCCC3)ncnc2s1	-3.1	-31.8%	9.9%	27.0%	-2.9%	-16.1%	2.7	1.3%	-89.4%[inhibitor][57.5 µM]
COc1ccc(S(=O)(=O)N2CCN(c3ccc(F)cc3)CC2)cc1OC	-1.4	12.7%	6.6%	-5.2%	5.5%	?	-22.1	-4.6%	-55.0%[inhibitor]
COc1ccc(-c2csc(NC(=O)c3ccccc3NS(=O)(=O)c3ccc(C)cc3)n2)cc1	8.3	4.47µM*	-30.4%	-0.2%	5.4%	2.31µM*	6.2	-9.9%	-95.9%[inhibitor]
COc1cccc(C(=O)Nc2nnc(C3CCCO3)s2)c1 (stereo not given)	-10.2	0.2%	-3.0%	-6.9%	17.6%	0.5%	1.4	-3.1%	-2.0%[57.5 µM]
CCc1ccc(CN(C)CCc2ccccn2)cc1	-23.4	0.0%	-4.5%	-18.3%	-19.7%	-5.9%	?	-2.4%	-2.8%[57.5 µM]
Oc1c(Br)cc(Br)c(/C=N/n2c(-c3ccccc3)n[nH]c2=S)c1Br	4.0	-1.4%	-1.2%	?	-7.8%	13.3%	-13.0	-21.3%	-23.6%
CCCOC(=O)c1cc(-c2ccc(C=O)o2)ccc1Cl	-2.7	?	0.4%	13.4%	?	?	-7.4	-7.2%	i
CCc1nc2ccccc2n1CCc1ccccc1	-5.2	?	41.6%	9.9%	-5.1%	-26.6%	-18.4	-4.8%	i
CC(C)c1ccc(C(=O)OCC(=O)Nc2cccc(S(=O)(=O)NC3=NCCC3)c2)cc1	3.1	15.2%	-7.2%	-12.8%	9.5%	-12.5%	4.3	0.7%	-23.1%
COc1ccc(N2CC(C(=O)Nc3ccccc3C(=O)NC3CC3)CC2=O)cc1 (stereo not given)	1.7	-0.7%	4.0%	-6.2%	-2.8%	-1.0%	0.6	5.8%	i
CN(C)c1ccc(C(=O)Nc2ccc(S(=O)(=O)Nc3nccs3)cc2)cc1	1.4	3.5%	-16.7%	25.0%	7.4%	11.6%	-3.2	0.2%	i
CC(C)CC(=O)NCc1nc2cccnc2n1Cc1ccccc1	13.8	6.5%	·	13.6%	2.6%	·	·	·	i
CC(=O)c1ccc(NC(=O)Nc2sc3nc4n(c(=O)c3c2C)CCC(C)CC4)cc1 (stereo not given)	-5.9	-24.1%	·	21.3%	-4.5%	?	·	·	i
O=S1(=O)CC(N2CCN(CCO)CC2)CN1Cc1cn(Cc2ccc(F)cc2)nn1 (stereo not given)	2.0	20.5%	-0.3%	?	-6.2%	3.7%	5.7	2.6%	-11.6%
CC1CC(=O)N(C)c2cc([N+](=O)[O-])ccc2N1 (stereo not given)	5.4	20.5%	-4.9%	·	-4.3%	0.0%	1.5	-0.4%	-9.4%
CCN(CC)c1ccc(C(=O)N2CCC(c3c[nH]c4ccccc34)(c3c[nH]c4ccccc34)CC2)cc1	1.6	?	·	14.3%	2.3%	7.2%	·	·	-10.1%
COc1cc(C2SCC(=O)N2Cc2ccccc2)cc(OC)c1OC (stereo not given)	2.2	-15.1%	7.4%	13.6%	2.5%	-9.5%	12.6	10.7%	i
COc1cccc(OC)c1C(=O)OCc1c(-c2ccccc2)ncc2ccccc12	1.7	4.5%	23.5%	8.0%	8.8%	-19.7%	-1.8	4.5%	-34.8%[inhibitor]
CCN(Cc1ccncc1)C(=O)c1cccc(S(=O)(=O)N2CCOCC2)c1	4.0	12.7%	-21.9%	-10.2%	5.9%	20.8%	-4.0	7.0%	i
Cc1ccc(NC(=O)C2CC(=O)N(c3ccc4c5c(cccc35)CC4)C2)cc1 (stereo not given)	3.7	10µM*	-4.8%	?	-13.1%	2.6%	-1.0	13.9%	i
O=C(CNC(=O)c1ccccc1Br)N/N=C/c1cc(Br)ccc1O	11.7	?	-0.4%	-3.0%	-20.3%	-20.2%	5.7	3.5%	-74.2%[inhibitor]
O=C1OC(c2ccccc2)=C/C1=C/N1CCOCC1	-7.3	22.8%	-5.5%	-13.4%	4.9%	12.8%	-54.7*	12.2%	i
CCN(Cc1ccccc1)C(=O)c1c(-c2ccccc2Cl)noc1C	-4.8	?	20.0%	-24.6%[1.82 µM]	-16.1%	-13.4%	4.3	2.2%	i
CC1SC(C)C(=O)N(CC(=O)Nc2ccc3c(c2)OCO3)C1=O (stereo not given)	2.4	41.7%[activator]	-0.6%	0.9%	10.7%	7.9%	1.3	-0.8%	-0.2%
Cc1cccc(N(CC(=O)NCCSCc2ccccc2)S(C)(=O)=O)c1	-2.7	-18.3%	13.7%	-5.7%	0.4%	-15.9%	7.1	-2.8%	i
O=C(O)CCC(=O)Nc1cccc(-c2nc3ccccc3o2)c1	2.3	11.9%	6.3%	-24.2%	5.0%	1.2%	5.2	-0.8%	-17.3%
Cc1ccnc(NC(=O)C2CCN(S(=O)(=O)c3cccc4nonc34)CC2)c1	0.1	-0.1%	-6.7%	8.5%	-22.7%	?	?	12.2%	i
CC(=O)NCCC1CCN(C(=O)C2CCC(=O)N(C3CCCC3)C2)CC1 (stereo not given)	0.4	-2.6%	-1.6%	2.9%	3.9%	?	6.8	-0.7%	i
CC(C)N(C(=S)Nc1cc(S(=O)(=O)N2CCOCC2)ccc1Cl)c1ccccc1	-10.2	-1.5%	1.6%	?	7.6%	-2.1%	-15.7	14.6%	i
Cc1cccc(N2CCN(S(=O)(=O)c3ccc(-c4coc(C)n4)cc3)CC2C)c1 (stereo not given)	-5.9	?	8.6%	4.9%	6.4%	-13.1%	-9.6	4.1%	-13.4%
C=CCOn1c(=O)c(-c2ccc(C)cc2)[n+]([O-])c2ccccc21	-1.8	37.3%[activator]	6.1%	-5.9%	16.2%	-0.1%	-13.8	-1.0%	i
Cc1ccc(C)c(NC(=O)CSc2ccc3nc(-c4ccccc4)cn3n2)c1	-1.3	-0.8%	·	0.0%[9.22 µM]	-1.2%	-19.8%	·	·	-30.5%[inhibitor]
CC(C)CN(C(=O)COC(=O)CSc1ccc([N+](=O)[O-])cc1)C1CCS(=O)(=O)C1 (stereo not given)	0.9	9.6%	-4.3%	10.0%	-1.9%	?	13.1	-9.4%	i
COc1cc(CN(C)Cc2ccccc2)cc(OC)c1O	1.7	1.4%	0.2%	-6.8%	-5.3%	8.7%	5.5	-0.6%	-22.9%
CN=C1SC(CC(=O)Nc2ccccc2F)C(=O)N1C (stereo not given)	-1.8	3.5%	-2.4%	0.3%	-1.2%	-14.4%	-28.6	0.7%	-22.7%
Cc1cccc(Cn2nnc3ccccc32)c1O	1.4	9.5%	1.7%	0.2%	11.8%	-14.6%	-24.8	0.8%	-7.5%
O=C(N/N=C1\CC(c2ccccc2)Oc2ccccc21)c1cccnc1 (stereo not given)	-2.5	-2.5%[0.307 µM]	0.2%	4.7%	8.5%[0.307 µM]	?	-17.4	-7.5%	-9.3%
Nc1nonc1C(=O)NCCNC(=O)c1cccs1	7.3	33.1%[activator]	-0.9%	9.7%	-2.1%	1.2%	15.2	-1.0%	8.9%[57.5 µM]

Bioassay records (PubChem)

This is a subset (hit frequency here may not be typical).
